Cav32 inh: blocks human Cav3.2 T-type calcium channel; O95180; Cav3.2-expressing cells, Fluo-4 calcium fluorescence FDSS; active compounds read low; B-score at 10 µM; hit rate 4% among 100,000;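 active means single-dose well whose peak fluorescence ratio is a statistical outlier from its plate by either plate-standardised score or position-corrected B-score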
Target sequence (O95180 whole entry, looked up): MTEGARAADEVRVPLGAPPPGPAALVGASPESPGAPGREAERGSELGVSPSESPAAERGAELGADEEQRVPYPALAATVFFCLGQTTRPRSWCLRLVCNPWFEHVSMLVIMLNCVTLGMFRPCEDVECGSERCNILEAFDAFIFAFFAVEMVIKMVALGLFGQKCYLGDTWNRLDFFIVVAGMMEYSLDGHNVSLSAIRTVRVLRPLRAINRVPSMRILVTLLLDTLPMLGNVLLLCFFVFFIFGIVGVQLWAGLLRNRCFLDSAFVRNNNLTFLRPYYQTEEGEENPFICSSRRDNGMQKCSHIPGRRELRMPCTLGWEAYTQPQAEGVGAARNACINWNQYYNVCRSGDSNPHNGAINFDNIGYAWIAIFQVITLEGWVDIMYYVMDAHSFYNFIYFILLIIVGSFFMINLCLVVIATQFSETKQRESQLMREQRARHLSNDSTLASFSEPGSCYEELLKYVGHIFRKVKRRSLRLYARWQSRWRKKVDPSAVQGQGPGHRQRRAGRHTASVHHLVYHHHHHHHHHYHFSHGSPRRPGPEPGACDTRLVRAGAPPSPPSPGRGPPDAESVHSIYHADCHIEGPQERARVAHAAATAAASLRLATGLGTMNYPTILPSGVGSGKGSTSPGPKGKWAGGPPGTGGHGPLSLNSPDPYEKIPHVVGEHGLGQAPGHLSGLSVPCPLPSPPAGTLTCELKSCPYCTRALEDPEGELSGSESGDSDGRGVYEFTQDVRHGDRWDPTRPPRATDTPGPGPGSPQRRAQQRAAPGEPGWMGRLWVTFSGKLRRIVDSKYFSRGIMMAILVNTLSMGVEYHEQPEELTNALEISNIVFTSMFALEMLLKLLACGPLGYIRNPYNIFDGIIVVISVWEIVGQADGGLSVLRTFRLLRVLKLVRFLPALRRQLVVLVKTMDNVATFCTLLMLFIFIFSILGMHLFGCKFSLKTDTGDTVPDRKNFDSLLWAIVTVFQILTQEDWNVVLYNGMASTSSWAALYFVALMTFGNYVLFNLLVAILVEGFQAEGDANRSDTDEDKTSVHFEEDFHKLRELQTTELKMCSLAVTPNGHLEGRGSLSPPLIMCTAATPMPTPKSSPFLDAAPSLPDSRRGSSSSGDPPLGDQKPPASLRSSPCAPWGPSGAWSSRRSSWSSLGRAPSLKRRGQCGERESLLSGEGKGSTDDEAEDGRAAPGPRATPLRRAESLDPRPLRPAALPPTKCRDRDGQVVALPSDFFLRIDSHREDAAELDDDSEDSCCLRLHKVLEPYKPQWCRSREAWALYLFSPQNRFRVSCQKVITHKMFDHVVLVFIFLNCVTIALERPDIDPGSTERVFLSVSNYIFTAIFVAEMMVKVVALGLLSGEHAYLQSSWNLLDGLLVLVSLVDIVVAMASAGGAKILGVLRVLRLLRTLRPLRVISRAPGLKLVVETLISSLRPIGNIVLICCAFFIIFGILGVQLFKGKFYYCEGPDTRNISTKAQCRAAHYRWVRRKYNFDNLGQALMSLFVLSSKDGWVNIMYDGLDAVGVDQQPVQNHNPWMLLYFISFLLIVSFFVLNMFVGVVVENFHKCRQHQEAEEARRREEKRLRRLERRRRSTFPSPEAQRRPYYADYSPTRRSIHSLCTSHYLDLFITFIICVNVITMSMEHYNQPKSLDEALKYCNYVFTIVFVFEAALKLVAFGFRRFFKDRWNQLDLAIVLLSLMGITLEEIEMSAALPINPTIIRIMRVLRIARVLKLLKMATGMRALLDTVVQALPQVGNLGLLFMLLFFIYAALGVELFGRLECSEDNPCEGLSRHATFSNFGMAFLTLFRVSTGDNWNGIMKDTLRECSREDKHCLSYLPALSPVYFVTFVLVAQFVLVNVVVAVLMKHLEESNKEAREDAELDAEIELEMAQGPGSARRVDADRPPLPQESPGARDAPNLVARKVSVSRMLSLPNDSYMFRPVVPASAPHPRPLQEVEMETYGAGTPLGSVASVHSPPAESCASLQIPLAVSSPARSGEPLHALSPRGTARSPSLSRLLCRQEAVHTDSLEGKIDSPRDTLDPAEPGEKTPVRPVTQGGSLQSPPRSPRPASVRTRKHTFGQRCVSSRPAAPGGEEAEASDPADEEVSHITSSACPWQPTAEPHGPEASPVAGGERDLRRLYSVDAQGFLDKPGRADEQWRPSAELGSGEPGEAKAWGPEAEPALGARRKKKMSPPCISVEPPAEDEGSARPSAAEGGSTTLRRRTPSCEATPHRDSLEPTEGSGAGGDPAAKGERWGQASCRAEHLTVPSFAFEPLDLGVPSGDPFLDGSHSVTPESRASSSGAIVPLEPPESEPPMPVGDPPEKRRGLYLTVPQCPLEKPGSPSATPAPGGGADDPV
* marks the source's active call; other numbers are inactive results.

What do the screens show for `Cc1ccc2c(CC(=O)OC(C)C(=O)NCc3ccc4c(c3)OCO4)coc2c1` (stereo not given)?
Cav32 inh: -5.13*

Results for CN1CCN(c2nc3c(c(=O)[nH]c(=O)n3C)n2CCCSc2ncccn2)CC1 ?
Cav32 inh: 1.05

What do the screens show for `CN(C)CCSc1nc(N)c2c3c(sc2n1)COC(C)(C)C3`?
Cav32 inh: 1.12

What do the screens show for `CC(C)C(c1nnnn1Cc1ccccc1)N1CCC(C(N)=O)CC1` (stereo not given)?
Cav32 inh: 0.563

How did CCn1nnnc1SCCSc1nnnn1CC do in these assays?
Cav32 inh: 0.343

Results for COc1ccccc1CNC(=O)CSc1nc2nc(C)cc(C)n2n1 ?
Cav32 inh: 0.559

What do the screens show for `Cc1nn(Cc2ccccc2)c(C)c1NC(=O)Cn1nc([N+](=O)[O-])c(Cl)c1C`?
Cav32 inh: -0.13

Results for CC(OC(=O)c1cccs1)C(=O)NCc1cccs1 (stereo not given) ?
Cav32 inh: 0.211

How did Cc1oc2c(C)c(O)ccc2c(=O)c1-c1ccc2ccccc2n1 do in these assays?
Cav32 inh: 0.848

Results for Cc1ccc(F)c([C@H]2[C@@H]3C=CCC[C@@]3(C)C(=O)N2Cc2ccccc2)c1 ?
Cav32 inh: -2.57

Results for Cc1ccccc1NC(=O)CSc1nc(N2CCCCC2)nc(N2CCCCC2)n1 ?
Cav32 inh: 1.03

How did COc1cc2c(cc1OC)C(c1cc3cc4c(cc3[nH]c1=O)OCO4)N(C(=O)C(C)C)CC2 (stereo not given) do in these assays?
Cav32 inh: -0.207

Results for N#Cc1c(NC(=O)c2ccccc2)sc2c1CCC2 ?
Cav32 inh: 0.858

How did CCC(C)[C@H](N)c1nnc(SCc2cccc(F)c2)o1 (stereo not given in full) do in these assays?
Cav32 inh: -0.966

Results for COc1cc(NC(=O)c2cc3sccc3n2C)cc(OC)c1 ?
Cav32 inh: -1.88

What do the screens show for `CC1(C)N=C(SCC(=O)Nc2ccc(Cl)cc2)C(c2ccc(Cl)cc2)=N1`?
Cav32 inh: -0.758

What do the screens show for `CCCCn1c(C)nc2c(=O)n(C)c(=O)[nH]c21`?
Cav32 inh: 0.0324

What do the screens show for `CC(=O)NC1N=C(C)N(c2ccccc2)C1=O` (stereo not given)?
Cav32 inh: 0.775

How did COc1ccc(-c2cc(=O)[nH][nH]2)cc1 do in these assays?
Cav32 inh: 0.44

What do the screens show for `O=S(=O)(c1ccc(F)cc1)N1CCn2c(nc3ccccc32)C1`?
Cav32 inh: 2.33

Already shown: an excerpt of the list.
Results for COc1ccccc1CNC(=O)CSc1nc2nc(C)cc(C)n2n1 ?
Cav32 inh: 0.559

What do the screens show for `Cc1nn(Cc2ccccc2)c(C)c1NC(=O)Cn1nc([N+](=O)[O-])c(Cl)c1C`?
Cav32 inh: -0.13

Results for CC(OC(=O)c1cccs1)C(=O)NCc1cccs1 (stereo not given) ?
Cav32 inh: 0.211

How did Cc1oc2c(C)c(O)ccc2c(=O)c1-c1ccc2ccccc2n1 do in these assays?
Cav32 inh: 0.848

Results for Cc1ccc(F)c([C@H]2[C@@H]3C=CCC[C@@]3(C)C(=O)N2Cc2ccccc2)c1 ?
Cav32 inh: -2.57

Results for Cc1ccccc1NC(=O)CSc1nc(N2CCCCC2)nc(N2CCCCC2)n1 ?
Cav32 inh: 1.03

How did COc1cc2c(cc1OC)C(c1cc3cc4c(cc3[nH]c1=O)OCO4)N(C(=O)C(C)C)CC2 (stereo not given) do in these assays?
Cav32 inh: -0.207

Additional results:
What do the screens show for `O=C(COC(=O)CCc1c[nH]c(=O)[nH]1)Nc1ccccc1Cl`?
Cav32 inh: 0.0841

What do the screens show for `CCOC(=O)COc1ccc(S(=O)(=O)NCC2CCCO2)cc1` (stereo not given)?
Cav32 inh: 0.289

Results for O=c1cc(CSc2ccc(S(=O)(=O)N3CCCCC3)cn2)nc2sccn12 ?
Cav32 inh: 1.47

How did COc1ccc(Cc2noc(-c3ccc(C)cc3)n2)cc1 do in these assays?
Cav32 inh: -1.15

What do the screens show for `CCC(CC)c1nnc(NS(=O)(=O)Cc2ccccc2)s1`?
Cav32 inh: 1.35

How did CCn1c(SC)nnc1C1CCN(S(=O)(=O)c2ccc(OC)cc2)CC1 do in these assays?
Cav32 inh: 1.9

Results for CC1(C)NC(=O)N(CCCCOc2cccc(C(F)(F)F)c2)C1=O ?
Cav32 inh: -0.957

Results for Cc1cc(S(=O)(=O)Nc2c(C(=O)O)[nH]c3ccccc23)ccc1F ?
Cav32 inh: -0.48

How did Cc1nc2cc(NC(=O)COc3ccccc3C#N)ccc2n1-c1ccccc1 do in these assays?
Cav32 inh: -0.643

What do the screens show for `Cc1cc(C2C(=O)C(C(=O)c3ccc(Cl)cc3)C(=O)CC2(C)C)on1` (stereo not given)?
Cav32 inh: 1.35

What do the screens show for `N#CC(C(=O)C1CCCCC1)c1nc2ccccc2[nH]1` (stereo not given)?
Cav32 inh: 0.0382

How did O=S(=O)(c1ccccc1C(F)(F)F)N1CCC(n2cnc3ccccc32)CC1 do in these assays?
Cav32 inh: -0.86

How did O=C(/C=C/c1ccccc1Cl)NC(=S)Nc1ccccc1C(=O)NC1CCCCC1 do in these assays?
Cav32 inh: -0.204

How did O=C(C#Cc1cccc([N+](=O)[O-])c1)c1ccccc1 do in these assays?
Cav32 inh: 0.441

What do the screens show for `O=C(NC1CC1)C1=C[C@H](c2csc3ccccc23)C[C@H](OCCCCO)O1`?
Cav32 inh: 0.141

Results for CCCn1c(C)cc(-c2csc(N)n2)c1C ?
Cav32 inh: -0.548

How did CCOc1cc(CNc2ccc3c(c2)CCC3)ccc1O do in these assays?
Cav32 inh: -0.174

How did CCCN1CN(Cc2ccccc2)CC2=C1CC(C)(C)CC2=O do in these assays?
Cav32 inh: 0.645

Results for COc1ccc(OC)c(C2CC(=O)c3c([nH]c(C(=O)OCC4CCCO4)c3C)C2)c1 (stereo not given) ?
Cav32 inh: -2.94

How did COC(=O)c1sccc1NC(=O)c1ccc(C)o1 do in these assays?
Cav32 inh: -0.915

Results for O=C(O)C1=C[C@@H](c2coc3ccccc3c2=O)C[C@@H](OCCCCO)O1 ?
Cav32 inh: 0.36

Results for CCOC(=O)C1=C(C)NC(=O)NC1c1ccc(NC(C)=O)cc1 (stereo not given) ?
Cav32 inh: 0.0781

What do the screens show for `Clc1ccccc1CSc1nnc(-c2cccnc2)n1Cc1ccco1`?
Cav32 inh: -0.00258

How did O=C(CCSc1nnc2scc(-c3ccccc3)n12)Nc1nc(-c2ccccc2)ns1 do in these assays?
Cav32 inh: -4.65*

Results for Cc1oc2c(CN3CCCC3)c(O)ccc2c(=O)c1Oc1ccccc1Br ?
Cav32 inh: 0.0481

How did O=C(Nc1ccon1)C1CCN(S(=O)(=O)c2cccs2)CC1 do in these assays?
Cav32 inh: 0.0114

How did O=c1[nH][nH]c(-c2ccccc2)c1C=Nc1cccc(Cl)c1 do in these assays?
Cav32 inh: 0.352

What do the screens show for `CCCCCC(=O)Nc1nc(C)c(-c2csc(Nc3cc(Cl)ccc3C)n2)s1`?
Cav32 inh: -0.726

How did N#C/C(=C(/O)COC(=O)c1ccc2c(c1)OCCO2)c1nc2ccccc2[nH]1 do in these assays?
Cav32 inh: 0.657

What do the screens show for `O=C(CSc1nnc2ccccn12)N1CCOCC1`?
Cav32 inh: -0.102

What do the screens show for `CC(C)(C)NC(=O)c1cc(NC(=O)c2ccco2)cc(NC(=O)c2ccco2)c1`?
Cav32 inh: 0.554

Results for C#CCSc1nsc(SCC#C)c1C#N ?
Cav32 inh: 0.129

How did COc1ccc(S(=O)(=O)N2CCn3c2nc2ccccc23)cc1 do in these assays?
Cav32 inh: -0.243

What do the screens show for `COC/C=C/C1=CC2=CC(=O)C(C)(OC(=O)c3cnc4ccccc4n3)C(=O)C2=CN1Cc1ccccc1` (stereo not given)?
Cav32 inh: -0.171

Results for Cn1c(SCC(=O)NCCc2ccccc2)nnc1-c1ccco1 ?
Cav32 inh: 0.107

Results for CCCCC[C@H](O)/C=C/[C@@H]1[C@@H](C/C=C\CCCC(=O)OC)[C@@H](O)C[C@H]1O ?
Cav32 inh: 0.306

How did COc1cc(Cn2c(C(=O)O)cc3sccc32)cc(OC)c1OC do in these assays?
Cav32 inh: 0.38

What do the screens show for `O=c1[nH]c(CN2CCN(c3ccc(F)cc3)CC2)nc2ccccc12`?
Cav32 inh: 1.03

What do the screens show for `Cc1nc2nc3c(c(=O)n2[nH]1)CCCC3`?
Cav32 inh: -0.549

How did COc1ccc(N(CC(=O)N2CCCCC2)S(=O)(=O)c2c(C)nn(C)c2C)cc1 do in these assays?
Cav32 inh: 0.38

Structural class: the entries above with a cyano group.
Results for N#Cc1c(NC(=O)c2ccccc2)sc2c1CCC2 ?
Cav32 inh: 0.858

How did Cc1nc2cc(NC(=O)COc3ccccc3C#N)ccc2n1-c1ccccc1 do in these assays?
Cav32 inh: -0.643

What do the screens show for `N#CC(C(=O)C1CCCCC1)c1nc2ccccc2[nH]1` (stereo not given)?
Cav32 inh: 0.0382

How did N#C/C(=C(/O)COC(=O)c1ccc2c(c1)OCCO2)c1nc2ccccc2[nH]1 do in these assays?
Cav32 inh: 0.657

Results for C#CCSc1nsc(SCC#C)c1C#N ?
Cav32 inh: 0.129

(cont.)
What do the screens show for `C=C(C)C1Cc2c(C)nn(-c3cccc4ccccc34)c2C1` (stereo not given)?
Cav32 inh: -1.89

What do the screens show for `CC(C)C1CC(c2csc(N)n2)CCO1` (stereo not given)?
Cav32 inh: 0.0334

What do the screens show for `CC1CCC2(CC1)NC(CO)(CO)CO2` (stereo not given)?
Cav32 inh: -0.0296

How did CCOC(=O)c1cccc(NC(=O)CSc2nnc(COc3ccccc3C)o2)c1 do in these assays?
Cav32 inh: 0.872

What do the screens show for `Cn1c(=O)oc2cc(S(=O)(=O)N3CCN(c4ccccn4)CC3)ccc21`?
Cav32 inh: 0.79

Results for CC(=O)Nc1ccc(S(=O)(=O)Oc2cccc(N3C(=O)C4CC=CCC4C3=O)c2)cc1 (stereo not given) ?
Cav32 inh: 0.0124

What do the screens show for `COc1ccc(OC)c(NC(=O)C2COc3ccccc3O2)c1` (stereo not given)?
Cav32 inh: -2.38

How did Cc1c(NC(=O)C(C)OC(=O)c2cc3c4ccccc4n(C)c3s2)c(=O)n(-c2ccccc2)n1C (stereo not given) do in these assays?
Cav32 inh: 0.013

Results for CCC(C)[C@H](N)c1cn([C@@H](Cc2cc3ccccc3[nH]2)C(=O)N2CCNCC2)nn1 (stereo not given in full) ?
Cav32 inh: 0.516

How did Cc1cc(C)c(S(=O)(=O)N(C)CC(=O)NC2CCCC2)c(C)c1 do in these assays?
Cav32 inh: 0.63

How did O=C(Nc1ccccc1Oc1ccccc1)c1cnccn1 do in these assays?
Cav32 inh: -0.848

Results for COc1cc(C(c2nnnn2C2CCCC2)N2CCN(C)CC2)cc(OC)c1OC (stereo not given) ?
Cav32 inh: 1.22

Results for Cc1ccc(CN(Cc2cc3cc(C)ccc3[nH]c2=O)C(=O)N2CCOCC2)cc1 ?
Cav32 inh: -3.11

Results for CC(C)CC(=O)Nc1cccc(-c2csc(-c3ccccc3)n2)c1 ?
Cav32 inh: -0.747

What do the screens show for `Cn1nnnc1SCC(=O)Nc1ccccc1C(=O)NC1CC1`?
Cav32 inh: 1.55

Results for CCCCNS(=O)(=O)C1CCS(=O)(=O)C1 (stereo not given) ?
Cav32 inh: -0.131

What do the screens show for `Cc1ccc(CNc2ccc(N3CCOCC3)c(C(=O)O)c2)s1`?
Cav32 inh: 0.428

How did NC(=O)C1=C[C@@H](c2ccccc2)C[C@@H](OCc2ccc(CO)cc2)O1 do in these assays?
Cav32 inh: -0.00325

How did CC(C)(C)NS(=O)(=O)c1ccc2c(c1)oc(=O)c1cc(S(=O)(=O)NC(C)(C)C)ccc12 do in these assays?
Cav32 inh: 0.786

Results for O=c1nc(N2CCOCC2)nc2n1CCO2 ?
Cav32 inh: 0.00643

Results for Cc1[nH]c2c(ccc3ccccc32)c1C1C(CCN)C1(C)C (stereo not given) ?
Cav32 inh: -0.708

Results for O=C(Nc1ccccc1)c1c(F)cccc1F ?
Cav32 inh: 1.24

Results for O=C(c1ccco1)N1CCN(C(=O)C2Cc3ccccc3CN2S(=O)(=O)c2ccc(F)cc2)CC1 (stereo not given) ?
Cav32 inh: 1.2

What do the screens show for `O=C(CN1C(=O)c2cccc3cccc1c23)N1CCc2ccccc2C1`?
Cav32 inh: -0.292

How did COCCCN1C(=O)C(O)=C(C(=O)c2ccco2)C1c1ccc(Br)cc1 (stereo not given) do in these assays?
Cav32 inh: -0.251

Results for O=C(COC(=O)c1cccnc1Nc1ccccc1F)NCc1ccc2c(c1)OCO2 ?
Cav32 inh: 0.154

What do the screens show for `CC(C)(C)NC(=O)c1cnn(-c2ccccc2)c1NC(=O)c1ccccc1`?
Cav32 inh: -0.941

What do the screens show for `CC(C)CCNc1nnnc2c1sc1nc(N3CCOCC3)c3c(c12)CC(C)(C)SC3`?
Cav32 inh: -4.78*

How did Cc1ccc(N2CC3=C(C2=O)C(c2ccccc2)NC(=O)N3C)cc1 (stereo not given) do in these assays?
Cav32 inh: -0.152

Results for Cc1cccc(OCCOCCSc2ncccn2)c1 ?
Cav32 inh: -1.07

Results for N#CCCN1CCN(C(CNS(=O)(=O)c2ccc(Cl)cc2)c2ccccc2)CC1 (stereo not given) ?
Cav32 inh: -0.0273

How did CC(C)=CC(=O)Nc1ccc2c(c1)OCO2 do in these assays?
Cav32 inh: 0.728

Results for O=C(COc1ccc(F)cc1Br)NCc1ccccn1 ?
Cav32 inh: 0.238

How did Cc1ccccc1-c1nc2cc(N)ccc2o1 do in these assays?
Cav32 inh: 1.34

Results for CCN(CC)CCCN1C(=O)C(O)=C(C(=O)c2cc3ccccc3o2)C1c1ccccn1 (stereo not given) ?
Cav32 inh: 0.0739

Results for O=C(NCSc1ccncn1)c1ccccc1 ?
Cav32 inh: -0.494

How did O=C(CSc1nnc2c(Cl)cc(Cl)cn12)NC1CCS(=O)(=O)C1 (stereo not given) do in these assays?
Cav32 inh: -0.461

Results for CN1CCN(CCCCOc2ccc(F)cc2)CC1 ?
Cav32 inh: -0.0324

Results for COc1ccc(CCNC(=O)c2cc(-c3cccs3)on2)cc1OC ?
Cav32 inh: 0.0173

Not all compounds are listed (hit frequency here may not be typical).
